High-throughput results as filed in PubChem.
EPAC2 antag: qHTS for Antagonist of cAMP-regulated guanine nucleotide exchange factor 2 (EPAC2): primary screen; Rap guanine nucleotide exchange factor 4 (Homo sapiens), Q8WZA2; EPAC2 GEF exchange of Rap1B-BODIPY-GDP, fluorescence; Potency, µM (highest dose often 114 µM), for inactives: at the top dose activity, negative = inhibition, actives largely listed as inhibitors; actives 0.18% (n = 360,000); AID 720708, 2013; also: % is scaled to controls: 0 for no effect and ±100 for the full control effect; nearly all actives have a fitted effect of over 45% in size; many of its hits are not listed in these tables
Target sequence (Q8WZA2 whole entry, looked up): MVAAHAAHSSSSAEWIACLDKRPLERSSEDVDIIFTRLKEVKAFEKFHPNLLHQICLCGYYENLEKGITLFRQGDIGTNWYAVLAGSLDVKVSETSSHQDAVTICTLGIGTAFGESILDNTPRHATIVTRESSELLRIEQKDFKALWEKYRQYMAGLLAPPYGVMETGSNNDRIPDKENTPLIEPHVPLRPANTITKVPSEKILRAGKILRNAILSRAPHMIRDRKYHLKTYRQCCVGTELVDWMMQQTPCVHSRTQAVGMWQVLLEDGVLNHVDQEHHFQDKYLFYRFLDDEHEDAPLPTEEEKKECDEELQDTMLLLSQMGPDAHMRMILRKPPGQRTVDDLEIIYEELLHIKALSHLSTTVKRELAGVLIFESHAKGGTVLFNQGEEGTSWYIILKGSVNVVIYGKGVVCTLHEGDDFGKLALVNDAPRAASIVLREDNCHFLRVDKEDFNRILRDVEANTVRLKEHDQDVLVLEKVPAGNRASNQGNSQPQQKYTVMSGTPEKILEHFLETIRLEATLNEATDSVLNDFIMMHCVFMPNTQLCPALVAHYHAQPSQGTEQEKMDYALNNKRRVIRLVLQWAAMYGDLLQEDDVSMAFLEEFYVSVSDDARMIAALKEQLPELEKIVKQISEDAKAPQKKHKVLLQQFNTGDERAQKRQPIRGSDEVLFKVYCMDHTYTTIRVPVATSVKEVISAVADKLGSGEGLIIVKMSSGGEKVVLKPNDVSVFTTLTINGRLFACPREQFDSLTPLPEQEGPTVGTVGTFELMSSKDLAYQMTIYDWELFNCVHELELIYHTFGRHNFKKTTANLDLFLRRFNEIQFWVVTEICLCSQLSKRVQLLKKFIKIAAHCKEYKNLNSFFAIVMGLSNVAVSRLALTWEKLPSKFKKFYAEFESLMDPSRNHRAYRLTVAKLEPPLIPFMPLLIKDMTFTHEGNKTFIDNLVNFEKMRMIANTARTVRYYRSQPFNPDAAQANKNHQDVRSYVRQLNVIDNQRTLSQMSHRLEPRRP
EPAC1 antagonist: qHTS for Antagonist of cAMP-regulated guanine nucleotide exchange factor 3 (EPAC1): primary screen. actives 0.14% (n = 360,000). EPAC1 GEF assay, Rap1b-BODIPY-GDP exchange fluorescence. Rap guanine nucleotide exchange factor 3 (Homo sapiens), O95398. Potency, µM (titrated, usually from 115 µM), inactives show top-dose activity change, negative = inhibition, actives largely listed as inhibitors;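 also: plate controls were vehicle for no effect and positive control for full effect; nearly all actives have a fitted effect of over 50% in size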
TDP-43 yeast inh: qHTS of TDP-43 Inhibitors; TDP-43 expressing yeast growth rescue, BacTiter-Glo, 24 h; Potency, µM (top dose mostly 46.1 µM), for the others: at the highest dose growth rescue (activation), most hits filed as activators; actives 1.8% (n = 410,000); also: % of control where 0% means no effect; nearly all actives have a fitted effect of over 50% in size
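In this qHTS, compounds that restore growth of yeast expressing TDP-43 appear as activators. Cells (OD600=0.02, galactose medium, raffinose-pregrown) are incubated with compound 24 hr at 30 deg C and growth is quantified by BacTiter-Glo.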
EPAC2 agonist: qHTS for Agonist of cAMP-regulated guanine nucleotide exchange factor 4 (EPAC2): primary screen. EPAC2 activation, biochemical qHTS; response scale: 100% = 6.5 mM cAMP response. Potency, µM (highest dose often 154 µM), inactives show at the top dose activation, usual class: activators. actives 0.079% (n = 360,000). AID 720711, 2013; also: nearly all actives have a fitted effect of over 50% in size
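Exchange assay: 100 nM EPAC2 with 250 nM Rap1B-BODIPY-GDP and 50 uM GDP. Fluorescence (ex 480/em 540 nm) read every 5 min for 30 min at room temperature. Data normalized to 6.5 mM cAMP as agonist control.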
EPAC1 ag: qHTS for Agonist of cAMP-regulated guanine nucleotide exchange factor 3 (EPAC1): primary screen; Potency, µM (series often up to 154 µM), for the others: at the top dose activation, hits mostly activators; Rap guanine nucleotide exchange factor 3 (Homo sapiens), O95398; EPAC1 agonist qHTS, biochemical assay; response scale: 100% = response to 6.5 mM cAMP; actives 0.073% (n = 360,000); also: nearly all actives have a fitted effect of over 60% in size
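Read-out is the fluorescence drop as BODIPY-GDP leaves Rap1B (480 nm excitation, 540 nm emission), recorded every 5 minutes over 30 minutes. Reactions held 100 nM EPAC1, 250 nM Rap1B–BODIPY-GDP and 50 uM GDP, with 6.5 mM cAMP setting full activation.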
FUS suppressor: qHTS for Suppressors of FUS Proteinopathy: Primary screen using FUS-linked yeast assay | Potency, µM (highest dose often 76.6 µM), without a hit: top-dose growth rescue (activation), hits mostly activators | AID 1347120, 2019 | actives 0.24% (n = 390,000) | S. cerevisiae FUS-expressing, growth rescue, OD600, 24 h;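 also: plate controls were DMSO vehicle for no effect and reference control for full effect; nearly all actives have a fitted effect of over 55% in size; some results filed as inactive show a strong effect at the top dose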
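Restored growth of FUS-toxic S. cerevisiae, read as 600 nm absorbance after 24 h at 30C in galactose medium (starting OD 0.005). Controls CP55940 and DMSO.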
PTHR1 ag: qHTS for PTHR1 Agonists: Primary Screen | Parathyroid hormone/parathyroid hormone-related peptide receptor (Homo sapiens), Q03431 | HEK293 GP2 PTHR1 cells, GloSensor cAMP luminescence, 1 h | Potency, µM (titrated, usually from 115 µM), for the others: at the highest dose activation, usual class: activators | actives 0.075% (n = 410,000); also: nearly all actives have a fitted effect of over 55% in size; some results filed as inactive show a strong effect at the top dose; inactives centre near -15; many of its hits are not listed in these tables
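HEK-293-derived GP2 cells expressing PTHR1 and a GloSensor cAMP reporter, 3,000/well, plated overnight, given luciferin plus IBMX (each 0.5 mM as added) for 1 h at 37 °C, then compound for 1 h at 37 °C. Luminescence was read after 15 min at room temperature.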
aSyn yeast inh: qHTS of alpha-syn Inhibitors; Yeast expressing alpha-synuclein, growth rescue, BacTiter-Glo, 24 h; Potency, µM (doses to about 46.1 µM), without a hit: at the highest dose growth rescue (activation), hits mostly activators; actives 0.14% (n = 370,000); also: % of control where 0% means no effect; nearly all actives have a fitted effect of over 65% in size
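Rescue of yeast growth: cells expressing toxic alpha-synuclein, induced in galactose at OD600 0.02, incubated with compound 24 h at 30 C. ATP luminescence quantified growth; inhibitors of toxicity appear as activators.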
The depositor's hits bear a star; i = inactive; ? = inconclusive; / = not tested or not shown; & = joins results of further samples; [ ] = remark or other dose. Calls follow the shape of the dose curve; as a rule, active = well fitted curve in the direction sought with a large enough effect; inconclusive = small, poorly fitted or top-dose-only effect, or another doubt; inactive = no such curve, though single readings can be large; an effect the other way counts as inactive or inconclusive. Potency is read from the fitted curve at half-maximal effect. The list is partial; rates above refer to the full screens.

SMILES	EPAC2 antag	EPAC1 antagonist	TDP-43 yeast inh	EPAC2 agonist	EPAC1 ag	FUS suppressor	PTHR1 ag	aSyn yeast inh
O=[S@]1Oc2ccccc2-c2ccccc21	5%	5%	-94%[inhibitor]	9%	4%	3%	0%	-73%[inhibitor]
CC(C(=O)NCC1CCCO1)n1cccc1C(=O)c1ccccc1 (configuration not stated)	5%	-5%	13%	0%	-6%	2%	-19%[57.5 µM]	-2%
COc1ccccc1C(=O)Nc1ccc2c(c1)OCO2	12%	11%	-25%	6%	3%	19%	-22%	-5%
Cc1nc2ccc(NC(=O)c3ccccc3)cc2s1	1%	-7%	-16%	5%	3%	30%	-20%	-11%
C/C(CC(=O)NCCN1CCOCC1)=N\NC(=O)c1ccncc1	14%	6%	6%	-3%	-7%	-13%	-2%	1%
Cc1ccc2oc(-c3cccc(NC(=O)c4ccc(Br)o4)c3)nc2c1	-6%	-1%	1%	3%	0%	/	i	-7%
C=CCN(C(=O)Cn1ncc2c1-c1cc(C)ccc1OC2)c1ccccc1	?	-18%	?	3%	0%	23%	-31%[inhibitor]	0%
Nc1nc(SCc2ccc(Br)cc2)c2ncn(C3OC(CO)C(O)C3O)c2n1 (configuration not stated)	0%	-1%	-12%	7%	2%	7%	-5%	0%
O=C(CSc1n[nH]c(=O)n1C1CC1)N1N=C(c2ccc(Cl)cc2)CC1c1ccco1 (configuration not stated)	-19%	-15%	24%	8%	7%	?	-16%	7%
C#CCNC(=O)C1=C[C@@H](c2coc3ccccc3c2=O)C[C@@H](OCc2ccc(CO)cc2)O1	6%	-1%	17%	10%	6%	4%	i	0%
CC(/C=C/c1ccccc1)=N\Nc1nc(C)cc(C)n1	10%	-3%	21%	-3%	0%	/	i	-17%
COC(=O)c1cc(COC(=O)c2ccc3ccccc3n2)oc1C	12%	16%	-11%	9%	3%	-2%	i	5%
Cc1cccc(NC(=O)CCNS(=O)(=O)c2cccc3nonc23)c1	-3%	-15%	-10%&22%	4%	-4%	4%&0%	-19%&-25%	-2%
O=C(Cc1cccc(NC(=O)C2CCN(C(=O)CCc3ccccc3)CC2)c1)Nc1cccc(C(=O)N2CCOCC2)c1	12%	-12%	4%	-5%	-29%	17%	-9%	2%
Cc1cnc(NC(=O)Nc2ccc(Cl)cc2)s1	0%	-3%	?	7%	7%	-28%	-23%	-9%
CC(C)C[C@H]1CN([C@@H](CC(C)C)CN2CCC[C@@H]2CN2C(=S)NC[C@@H]2Cc2ccc(O)cc2)C(=S)N1CCc1ccccc1	9%	-22%	13%	-2%	-17%	?	-25%	-17%
Cc1onc(-c2c(F)cccc2Cl)c1C(=O)NCCN1CCNC1=O	2%	-10%	0%	4%	9%	15%	-10%	1%
O=C(c1ccc2c(=O)n(-c3ccccc3)c(=S)[nH]c2c1)N1CCCCC1	0%	15%	14%	-6%	1%	5%	-41%[inhibitor]	-2%
CCOc1cccc2sc(N(CCN(C)C)C(=O)CCS(=O)(=O)c3ccccc3)nc12	2%	-18%	-3%	1%	-6%	13%	i	1%
O=C(NCc1ccccn1)c1cc(-c2ccncc2)nc2ccccc12	9%	-7%	15%	6%	7%	13%	i	1%
CCC(CC)C(=O)Nc1cccc(C(=O)Nc2ccc(S(=O)(=O)Nc3ccc(C)cc3)cc2)c1	-8%	-11%	-20%	13%	25%	26%	8%[57.5 µM]	0%
COc1ccc(/C=C/c2nc(C#N)c(NCCN(C)C)o2)cc1OC	10%	-2%	16%	-2%	0%	12%	-24%	6%
COC(=O)c1cc(C(=O)N2CCN(c3cccc(Cl)c3)CC2)cc([N+](=O)[O-])c1	1%	6%	?	0%	6%	36%	i	12%
O=C(CC(O)(CC(=O)OCc1ccccc1)C(=O)OCc1ccccc1)OCc1ccccc1	0%	16%	-17%	8%	7%	34%	-5%	2%

Reprinted at random: 3 entries already listed
SMILES	EPAC2 antag	EPAC1 antagonist	TDP-43 yeast inh	EPAC2 agonist	EPAC1 ag	FUS suppressor	PTHR1 ag	aSyn yeast inh
Cc1ccc2oc(-c3cccc(NC(=O)c4ccc(Br)o4)c3)nc2c1	-6%	-1%	1%	3%	0%	/	i	-7%
Nc1nc(SCc2ccc(Br)cc2)c2ncn(C3OC(CO)C(O)C3O)c2n1 (configuration not stated)	0%	-1%	-12%	7%	2%	7%	-5%	0%
Cc1cnc(NC(=O)Nc2ccc(Cl)cc2)s1	0%	-3%	?	7%	7%	-28%	-23%	-9%

More records follow.
SMILES	EPAC2 antag	EPAC1 antagonist	TDP-43 yeast inh	EPAC2 agonist	EPAC1 ag	FUS suppressor	PTHR1 ag	aSyn yeast inh
Cc1cc(C)n(-c2ncc3c(n2)N(CCO)CCOC3=O)n1	-2%	0%	7%	8%	0%	-7%	i	-4%
O=C(NCc1ccccc1)c1ccc(-c2ccccc2C(F)(F)F)o1	?	-26%	?	3%	-1%	14%	-8%	5%
Cc1cnc(C(=O)OCC(=O)Nc2cccc(S(=O)(=O)N3CCOCC3)c2)cn1	4%	4%	10%	-6%	-3%	/	i	-1%
Cc1cc(Cl)ccc1NC(=O)Cn1cncn1	-1%	-2%	-2%[9.22 µM]	1%	6%	-5%	i	3%
CCN(CC)C(=O)COc1ccc2oc(C)c(C(=O)OC)c2c1	-6%	-1%	-2%	-1%	11%	7%	i	0%
COc1ccc(/C=N/NC2=NS(=O)(=O)c3ccccc32)cc1	-8%	4%	16%	9%	17%	-7%	i	0%
Cc1[nH]n(-c2ccccc2)c(=O)c1CCO	-10%	-27%	0%	4%	5%	-9%	-11%	-1%
COc1ccc(OCc2cc(C(=O)N3CCN(C4CCCC4)CC3)no2)c(Cl)c1	-9%	-10%	23%	-11%	2%	15%	-41%[inhibitor]	2%
COc1ccc(N2CCN(C(=O)c3sc4ncn(CC(=O)N5CCCCC5C)c(=O)c4c3C)CC2)cc1 (configuration not stated)	0%	-3%	-3%	1%	5%	15%	i	0%
CCCCOc1c(Cl)cc(C(=O)N(C)CC(=O)Nc2ccc(N3CCOCC3)cc2)cc1OCC	-3%	-3%	-1%	-8%	-8%	26%	i	-9%
O=C(CSc1nnc(-c2ccc(Br)cc2)o1)N1CCN(C(=O)c2ccco2)CC1	2%	-1%	4%	10%	-4%	8%	-15%[57.5 µM]	10%
Cc1ccc(C)c(NC(=O)CCN2CCCC(C)C2)c1 (configuration not stated)	-4%	9%	-9%	-2%	-2%	-22%	-19%	0%
CCC1C(=O)C[C@H]2CCN3C(=O)CCCC1C23 (some centres not stated)	1%	-4%	18%	4%	-6%	-23%	-25%	4%
CC(C)c1ccc(C2OCC(C)([N+](=O)[O-])CO2)cc1 (configuration not stated)	-1%	-20%	-1%	12%	-15%	-3%	-12%	9%
O=C(CSc1n[nH]c(-c2ccco2)n1)Nc1ccccc1Cl	-1%	-5%	-9%	6%	-6%	6%	5%	1%
Cc1cccc(NC(=O)c2nc[nH]c2C(=O)N2CCN(c3ccccc3)CC2)c1	-20%	1%	25%	0%	13%	-8%	i	-9%
CSc1ncccc1C(=O)OCC(=O)N(C)c1c(N)n(Cc2ccccc2)c(=O)[nH]c1=O	9%	3%	1%	?	0%	3%	-21%	-1%
COc1ccc(-c2nc(N=Nc3ccc(O)cc3)n[nH]2)cc1	-13%	-28%	-4%	-2%	-9%	/	-13%	?
CCOc1cccc2sc(N(CCCN(C)C)C(=O)c3ccc(S(=O)(=O)N4CCCCCC4)cc3)nc12	-4%	-9%	-18%	-12%	1%	/	i	5%
O=C(Cc1ccc(Br)cc1)NC1CCSC1=O (configuration not stated)	4%	-4%	15%[9.22 µM]	13%	12%	23%	-23%	2%
CCN(CC)S(=O)(=O)c1cccc(-c2n[nH]c(=S)n2C)c1	4%	7%	-16%	12%	11%	16%	-1%	-7%
Cc1cc(C)c(C(O)c2ncc(-c3ccccc3Cl)[nH]2)c(C)c1 (configuration not stated)	-16%	-16%	17%	12%	7%	-17%	-30%[inhibitor]	-9%
O=C(CCC(=O)c1cccs1)NCc1ccc(Cl)cc1	10%	2%	10%	6%	0%	0%	-9%	6%
O=C(COC(=O)c1ccc(NS(=O)(=O)c2ccc3c(c2)OCCO3)cc1)NCC1CCCO1 (configuration not stated)	5%	-2%	29%	1%	8%	32%	i	-3%
CSCCC(NC(=O)c1ccccc1Cl)C(=O)NNC(=O)c1ccncc1 (configuration not stated)	-2%	-1%	3%	1%	2%	-2%	i	-1%
COc1ccc(CCNC(=O)CCC(=O)Nc2ccc3nc(N4CCN(C)CC4)cc(C)c3c2)cc1OC	4%	-13%	-21%	8%	4%	2%	?	-5%
COc1ccc(-n2c(=O)c3ccccc3c3ccccc3c2=O)cc1	-2%	7%	7%	-5%	7%	13%	-34%	0%
O=C(COC(=O)c1cc(Cl)ccc1O)NCCC1=CCCCC1	-3%	3%	24%	5%	-18%	3%	-70%[inhibitor]	5%
Cc1ccccc1NC(=O)c1c2c(nc3ccccc13)CCC2	-9%	-15%	-13%[9.22 µM]	1%	-5%	?	i	3%
COc1ccccc1OCCCN1CCC(C(O)(c2ccccc2)c2ccccc2)CC1	8%	18%	22%	6%	12%	9%	i	3%
O=C(Nc1ccccc1C(=O)O)c1cccc(NC(=O)c2ccco2)c1	-2%	-16%	6%	-3%	-7%	21%	i	1%
Cc1cccc(NC(=O)c2cccc(NS(=O)(=O)c3ccc(Cl)cc3)c2)c1	-13%	-15%	-2%	5%	21%	25%	i	-3%
CC1CC2(CCCC2)Nc2ccc(F)cc21 (configuration not stated)	-12%	-1%	10%	8%	10%	-5%	-18%	-6%
